human PMI inhibition – inhibitors of human PMI, primary screen, biochemical, fluorescence intensity, coupled assay (AID 1209); purified PMI enzyme, coupled fluorescence intensity; higher % means a stronger effect; one-dose inhibition, % at 20 µM; IC50 in µM for titrated hits; hit rate 0.42% among 190,000;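 also: plate controls were DMSO vehicle for no effect and wells lacking substrate for full effect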
P. falciparum M17LAP – P. falciparum M17LAP inhibitors, primary screen, biochemical, fluorogenic H-Leu-NHMec substrate, 1536-well (AID 1619); recombinant M17LAP, H-Leu-NHMec fluorogenic kinetic assay; higher % means a stronger effect; inhibition, % at 30 µM, or IC50 in µM where a hit was titrated; hit rate 0.38% among 220,000;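 active = compound inhibiting the enzyme by more than half at any dose during confirmatory dose-response retesting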;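 also: plate controls were full reaction with DMSO carrier for no effect and no enzyme background for full effect; strong numbers were not always called active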
TNAP activators – human TNAP enzyme activators, primary screen, biochemical, luminescent, no phosphate acceptor, uHTS (AID 1001). purified TNAP, luminescent activation assay, no phosphate acceptor; higher activation fold means a stronger effect. activation fold at 20 µM, or EC50 in µM where a hit was titrated. hit rate 0.03% among 200,000; in the data active = activation fold from about 3, or a potency from the dose series; inactive = the rest, 99 in 100 with activation fold below about 1.6; also: many of its hits are not listed in these tables
PMI inhibition – MPI inhibition at elevated mannose 6-phosphate – biochemical, fluorescence intensity, high mannose 6-phosphate, primary screen (AID 1220). hit rate 0.66% among 190,000. recombinant PMI enzyme, coupled fluorescence intensity; higher % means a stronger effect. one-dose inhibition, % at 20 µM; IC50 in µM for titrated hits
M1AAP inhibition – malaria alanyl aminopeptidase activity blockers – biochemical, fluorogenic H-Leu-NHMec substrate, 1536-well (AID 1445). hit rate 0.42% among 220,000. inhibition, % at 30 µM; hits with a dose series show IC50 in µM. recombinant M1AAP, H-Leu-NHMec fluorogenic kinetic assay; higher % means a stronger effect;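 active = primary inhibition above the hit cutoff, then over 50% inhibition at one or more dose response concentrations, cut at about 23% in these data, passing the limit was not always enough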;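 also: plate controls were DMSO full reaction for no effect and no enzyme background for full effect; strong numbers were not always called active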
West Nile antiviral – inhibition of WNV-induced cytopathic effect – cell-based, CPE readout (AID 1621). West Nile virus-infected cells, CPE inhibition; higher % means a stronger effect. CPE inhibition, % at 10 µM; hits with a dose series show IC50 in µM. hit rate 0.02% among 290,000; in the data active = a potency from the dose series; also: strong numbers were not always called active
K1F lysis inhibition – protection from phage-mediated lysis, alamar blue read-out – E. coli UTI89, K1F phage, bacterial capsule biogenesis inhibitors (AID 488966); E. coli UTI89 K1F phage lysis, alamar blue, 2 h; higher % means a stronger effect; inhibition, % at 100 µM; hits with a dose series show IC50 in µM; hit rate 0.02% among 340,000;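 active = phage lysis inhibition, versus mean bacterial control, above a set limit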;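 also: capsule biogenesis inhibitors block K1F phage lysis so surviving cells raise fluorescence; higher fluorescence means more inhibition of phage lysis; actives were called in the ten point dose series up to 300 µM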
T cell HTS – modulates CD8 T cell binding to vesicles | hit rate 0.068% among 330,000 | calls only at 7 µM | AID 2052 | 2C CD8+ T cell-vesicle binding, flow cytometry; active compounds read low;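 active = response, share of CD8 T cells binding vesicles, and their 90th percentile fluorescence all below set limits, cut at about 80% in these data, passing the limit was not always enough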
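Also added: QL9-peptide-loaded Drosophila micro-vesicles bearing Ld, ICAM-1 and B7-1; Test system: purified 2C TCR transgenic mouse naive CD8+ T cells; Measured by: cytometric PE anti-B7-1 and Alexa647 anti-CD8 signals after 1% paraformaldehyde fixation; Timing: binding step 1.5 h, 37 °C, antibody labelling 20 min, ice.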
RSV antiviral HEp-2 – inhibition of RSV-induced cytopathic effect – HEp-2 cells, primary 10 µM value included (AID 2391); HEp-2 cells, RSV-induced CPE inhibition; higher % means a stronger effect; CPE inhibition, % at 10 µM; hits with a dose series show IC50 in µM; hit rate 0.13% among 310,000; in the data active = a potency from the dose series; also: strong numbers were not always called active
T cell HTS vesicle-bound % – also measured in T cell HTS; calls as there; double positive events, %; measured here: CD8+ vesicle-bound cell fraction;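 binding gate set so that unloaded-vesicle control wells show 10% double positive cells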
* marks the source's active call; other numbers are inactive results; i = inactive; . = no result given; [ ] = another dose, or the depositor's remark. Rule as the data show it, unless noted: active = inhibition above about 50%; inactive = the rest.

SMILES | human PMI inhibition | P. falciparum M17LAP | TNAP activators | PMI inhibition | M1AAP inhibition | West Nile antiviral | K1F lysis inhibition | T cell HTS | T cell HTS vesicle-bound % | RSV antiviral HEp-2
O=C(c1cc(COc2c(F)cccc2F)on1)N1C[C@H]2CC[C@H]1C2 | . | . | . | . | . | -1.1% | 0.0% | i | 61 | 0.9%
COc1cccc(OC)c1C(=O)Nc1ccc(N2CCCC2)cc1 | . | . | . | . | . | 0.6% | 0.1% | i | 32 | 7.1%
O=C(CN(C1CCCCC1)S(=O)(=O)c1ccc(Cl)cc1)N1CCOCC1 | 0% | -5% | 1.1 | -1% | -1% | -0.2% | 0.1% | i | 19 | -1.2%
Cc1ccc(-c2nc3cc(NC(=O)C(C)C)ccc3o2)cc1C | -6% | 0% | 1.1 | -3% | 0% | 0.2% | 0.8% | i | 44 | 15%
Cc1cccc2cc(CN(Cc3ccco3)C(=O)NC3CCCCC3)c(=O)[nH]c12 | 14% | 10% | 1 | 14% | 6% | -0.8% | 0.4% | i | 37 | 6.0%
COCCCNC(=O)CCSc1ccc(C)cc1 | -5% | 1% | 1.1 | 2% | 5% | 0.5% | 1.3%[50 µM] | i | 8 | 1.4%
Cc1ccn2c(Nc3ccc4c(c3)OCO4)c(-c3ccc(O)cc3)nc2c1 | . | 1% | . | . | 4% | 0.0% | -1.8%[50 µM] | i | 48 | -0.9%
Cc1ccc(C(NC(=O)C2CCCCC2)c2c(O)ccc3ccccc23)cc1 (stereo not drawn) | 21% | 8% | 1.1 | 20% | 9% | -1.5% | 8.6% | i | 41 | 16%
O=C(OCc1ccccc1F)c1ccc2c(c1)-c1ccccc1C2=O | 4% | 1% | 1 | 2% | 10% | -0.3% | 1.1% | i | 12 | 6.8%
CN(C)c1cc(Cl)c2nonc2c1N | . | 5% | . | . | 3% | 0.0% | -1.1% | i | 46 | .
CCC1CN(C(=O)N2CCC(C(=O)NCc3ccc(OC)cc3OC)CC2)c2ccccc2O1 (stereo not drawn) | . | . | . | . | . | 0.5% | 0.3% | i | 8 | 17%
COc1cccc(C(=O)NCC(=O)N/N=C/c2cn[nH]c2-c2ccccc2)c1 | 3% | 3% | 0.9 | 6% | 6% | -0.2% | 0.2% | i | 60 | 1.9%
COc1cc(Cn2c(=O)oc3ccc(C)cc32)ccc1OC(C)C | -3% | -8% | 1 | -2% | 12% | -0.6% | -0.5% | i | 20 | 0.7%
CCN1C(=O)c2cccc3c(S(=O)(=O)Nc4ccccc4OC)ccc1c23 | 12% | -3% | 1.1 | 9% | 9% | . | -0.2%[50 µM] | i | 44 | 7.4%
CC(C)(C)c1nnc(NC(=O)c2ccc(Cl)nc2)s1 | 4% | 1% | 1 | 4% | 4% | 0.7% | 0.3% | i | 53 | 1.5%
NC(=O)C1CCN(C(=O)C2c3ccccc3C(=O)N3CCc4ccccc4C23)CC1 (stereo not drawn) | 12% | 1% | 1.1 | 15% | 4% | 0.1% | 0.2% | i | 61 | 1.4%
COc1ccc(C2c3c(oc4ccc(Cl)cc4c3=O)C(=O)N2CCN2CCOCC2)cc1 (stereo not drawn) | . | 11% | . | . | 13% | 0.2% | 1.2% | i | 10 | -0.3%
COc1cc(SC)ccc1C(=O)NCCc1c[nH]c2ccccc12 | . | . | . | . | . | -0.1% | 0.7% | i | 54 | 45%
O=C(NC(=S)Nc1ccc(N2CCN(C(=O)c3ccccc3)CC2)cc1)c1cccs1 | 5% | 5% | 1.1 | 14% | 8% | 3.4% | 0.5% | i | 24 | 17%
CCOc1ccc(C2C(C(=O)c3ccc(C)o3)=C(O)C(=O)N2Cc2cccnc2)cc1 (stereo not drawn) | . | . | . | . | . | 0.0% | 0.2% | i | 5 | 18%
O=C(Nc1ccc(NC(=O)c2ccccc2)nc1)c1ccncc1 | 4% | -2% | 1.1 | 5% | 0% | -0.1% | 0.1% | i | 57 | 0.8%
COC/C=C/C1=CC2=CC(=O)C(C)(OC(=O)c3cnc4ccccc4n3)C(=O)C2=CN1c1ccccc1 (stereo not drawn) | . | 14% | . | . | 3% | 0.2% | . | i | 22 | 4.2%
CCN1C(=O)C(CC(=O)Nc2ccc(Br)cc2)N(CCCc2ccccc2)C1=S (stereo not drawn) | 2% | 9% | 1 | -7% | 1% | -0.8% | -0.7% | i | 17 | -3.8%
CCCCN(CCCC)CCCN1CC(=O)N2[C@@H](Cc3c([nH]c4ccccc34)C2(C)C)C1=O | . | . | . | . | . | -0.9% | -0.1% | i | 55 | 1.4%
Cc1ccc(-c2cc(C(=O)N/N=C/c3ccccc3O)n[nH]2)o1 | . | . | . | . | . | -0.1% | -1.6% | i | 50 | 19%
CC1(C)CC(NC(=O)c2ccccc2C(=O)NC2CC(C)(C)NC(C)(C)C2)CC(C)(C)N1 | -5% | -14% | 1.1 | -7% | 2% | 0.4% | 0.0% | i | 55 | 1.0%
CCN1C(=NCC(C)C)N[C@@H](c2cccc(F)c2)C(C(=O)OC)=C1C | . | . | . | . | . | -1.0% | -0.3% | i | 20 | 1.0%
CCN(CC)S(=O)(=O)c1ccc(Cl)c(NC(=O)COC(=O)/C=C/c2cc(OC)c(OC)c(OC)c2)c1 | 5% | -12% | 1.1 | 5% | 4% | -0.8% | -0.3%[50 µM] | i | 42 | 1.5%
CC(c1ccco1)N(C(=O)CSc1ccc(Br)cc1)c1ccccn1 (stereo not drawn) | -26% | -3% | 1.1 | -4% | 2% | 0.6% | 0.2% | i | 42 | 7.9%
O=C(NCCCN1CCN(c2ccccc2F)CC1)C1CC(=O)N(C2CCCC2)C1 (stereo not drawn) | 0% | -8% | 1.1 | 8% | 5% | -0.1% | -0.3% | i | 46 | 0.8%
Cc1ccc(NC(=O)CN(c2ccccc2)S(=O)(=O)N(C)C)cc1 | -9% | -5% | 1.1 | -8% | 0% | -0.4% | 1.3%[50 µM] | i | 42 | 2.6%
CC(Oc1ccc(Cl)cc1Cl)C(=O)Nc1ccc(O)cc1 (stereo not drawn) | 4% | -3% | 1 | 7% | 2% | -1.1% | -1.5% | i | 29 | 4.5%
C=CCOC(=O)C1=C[C@H](C2CC2)[C@@H](CCCO)[C@H](OCC)O1 | 9% | 0% | 1 | 2% | 5% | -1.0% | 0.8% | i | 40 | 1.1%
Cc1ccc(-c2c(C)n([O-])c3c([n+]2=O)CCC3)o1 | 0% | 5% | 1 | 16% | 10% | 0.1% | -0.1% | i | 5 | 0.4%
N#Cc1ccccc1OCC(=O)OCC(=O)c1ccc2c(c1)NC(=O)CO2 | -7% | -3% | 1.1 | -2% | 9% | -0.1% | -0.3% | i | 30 | 0.5%
O=[N+]([O-])c1ccccc1S(=O)(=O)N1CCCCC1 | -7% | 7% | 1 | -26% | -3% | -0.6% | 1.2%[50 µM] | i | 32 | 1.3%
O=C(CCC(=O)Nc1ccc(F)cc1)N/N=C/c1cc([N+](=O)[O-])ccc1O | 15% | 12% | 1.2 | -15% | 16% | 0.3% | -0.1% | i | 50 | 1.6%
Cc1cc(Br)c2c(c1)C1(OCCO1)C(=O)N2 | . | . | . | . | . | 0.1% | 0.2% | i | 20 | 6.9%
COc1ccc(CNC(=O)CCSc2nc(-c3ccc4c(c3)OCO4)cc(C(F)(F)F)n2)cc1 | -13% | -4% | 1 | -2% | 2% | -0.3% | 10% | i | 50 | 6.6%
CC(=O)Nc1ccccc1C(=O)C(=O)Nc1cccc(F)c1 | . | . | . | . | . | 0.2% | 3.6% | i | 42 | -0.5%
O=C(NCCSCc1ccccc1)c1ccc(C2SCC(=O)N2Cc2ccccc2)cc1 (stereo not drawn) | 18% | -4% | 1.1 | 6% | 14% | -0.5% | 2.0% | i | 44 | 8.1%
Cc1cccc(Cc2nnc(CCC(=O)NCc3cnc4ccccn34)o2)c1 | 2% | 18% | 1 | 3% | -1% | 1.0% | 0.2% | i | 57 | 1.3%
CCCSC1C(C)=C(C)C(=O)N1Cc1ccccc1 (stereo not drawn) | . | . | . | . | . | -1.1% | 0.1% | i | 48 | 2.3%
COCc1cc(C)nc(SCC(=O)Nc2ccc3c(c2)OCCO3)c1C#N | . | . | . | . | . | 1.0% | 0.9%[50 µM] | i | 61 | 2.8%
COc1cc(C)ccc1OCCOc1c(Cl)cc(Cl)cc1Cl | 8% | -8% | 1.1 | 6% | 1% | -0.4% | 0.1% | i | 2 | 0.3%
COc1ccc(C(c2nnnn2C2CCCC2)N2CCC(C(N)=O)CC2)c(OC)c1 (stereo not drawn) | -8% | 9% | 1.2 | -1% | -2% | -0.2% | 0.0% | . | . | .
CCC(C)NC(=O)[C@H]1N2C(=O)c3c(ccc(OC)c3OC)C2SC1(C)C (stereo partly drawn) | . | . | . | . | . | -0.3% | -0.1% | i | 38 | 1.4%
Nc1c(NCCN2CCCCC2)c2ccccc2oc1=O | 25% | 10% | 1.1 | 28% | -3% | 0.4% | 1.1% | i | 42 | -2.2%
COc1ccc(CCNc2ncnc3c2nnn3Cc2ccccc2)cc1OC | . | . | . | . | . | 0.3% | 0.2% | i | 62 | 4.9%

Ordered by length of the SMILES (rising): seven of the compounds above
SMILES | human PMI inhibition | P. falciparum M17LAP | TNAP activators | PMI inhibition | M1AAP inhibition | West Nile antiviral | K1F lysis inhibition | T cell HTS | T cell HTS vesicle-bound % | RSV antiviral HEp-2
CCCSC1C(C)=C(C)C(=O)N1Cc1ccccc1 (stereo not drawn) | . | . | . | . | . | -1.1% | 0.1% | i | 48 | 2.3%
COc1cc(C)ccc1OCCOc1c(Cl)cc(Cl)cc1Cl | 8% | -8% | 1.1 | 6% | 1% | -0.4% | 0.1% | i | 2 | 0.3%
CC(=O)Nc1ccccc1C(=O)C(=O)Nc1cccc(F)c1 | . | . | . | . | . | 0.2% | 3.6% | i | 42 | -0.5%
COCc1cc(C)nc(SCC(=O)Nc2ccc3c(c2)OCCO3)c1C#N | . | . | . | . | . | 1.0% | 0.9%[50 µM] | i | 61 | 2.8%
O=C(NCCSCc1ccccc1)c1ccc(C2SCC(=O)N2Cc2ccccc2)cc1 (stereo not drawn) | 18% | -4% | 1.1 | 6% | 14% | -0.5% | 2.0% | i | 44 | 8.1%
COc1ccc(C(c2nnnn2C2CCCC2)N2CCC(C(N)=O)CC2)c(OC)c1 (stereo not drawn) | -8% | 9% | 1.2 | -1% | -2% | -0.2% | 0.0% | . | . | .
CCC(C)NC(=O)[C@H]1N2C(=O)c3c(ccc(OC)c3OC)C2SC1(C)C (stereo partly drawn) | . | . | . | . | . | -0.3% | -0.1% | i | 38 | 1.4%

High-throughput results as filed in PubChem BioAssay.
